Compound activity: PubChem, National Center for Advancing Translational Sciences (NCATS)
Pol iota inh = qHTS for Inhibitors of Polymerase Iota; DNA polymerase iota (Homo sapiens), Q9UNA4; Pol iota fluorescent replication assay, 10 min; Potency, µM (titrated, usually from 115 µM), inactives show top-dose activity, negative = inhibition, hits mostly inhibitors; actives 1% (n = 390,000)
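Fluorescent replication assay read twice, at 0 min and 10 min after adding 50 nM (final) substrate. Enzyme (10 nM) and compounds were first incubated 15 min at room temperature; enzyme-free buffer wells were negative controls.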
PGK inhibitor = qHTS Assay to Find Inhibitors of Phosphoglycerate Kinase; Phosphoglycerate kinase, glycosomal (Trypanosoma brucei brucei), P07378; PGK/GAPDH coupled, Kinase-Glo luminescence, 60 min; Potency, µM (top dose mostly 57.5 µM), for inactives: at the top dose activity change, negative = inhibition, most hits filed as inhibitors; actives 0.043% (n = 380,000); AID 602233, 2012; also: % is scaled to controls: 0 for no effect and ±100 for the full control effect; nearly all actives have a fitted effect of over 60% in size
Target sequence (P07378 whole entry, looked up): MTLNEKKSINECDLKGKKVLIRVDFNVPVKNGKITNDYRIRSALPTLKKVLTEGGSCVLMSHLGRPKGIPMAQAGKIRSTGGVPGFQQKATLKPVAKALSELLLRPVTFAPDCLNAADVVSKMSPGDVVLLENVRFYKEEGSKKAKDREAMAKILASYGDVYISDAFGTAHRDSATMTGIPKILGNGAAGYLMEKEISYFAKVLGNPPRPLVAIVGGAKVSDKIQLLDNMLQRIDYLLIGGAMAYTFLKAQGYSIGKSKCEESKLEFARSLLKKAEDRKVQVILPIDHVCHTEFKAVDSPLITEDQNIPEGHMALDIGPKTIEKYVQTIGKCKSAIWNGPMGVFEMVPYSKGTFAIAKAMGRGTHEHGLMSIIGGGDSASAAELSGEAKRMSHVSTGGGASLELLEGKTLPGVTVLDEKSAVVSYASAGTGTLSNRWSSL
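Luminescent ATP detection (Kinase-Glo Plus) follows a 60-minute room-temperature incubation, with wells lacking PGK as controls. Buffer: 100 mM TEA (pH 7.6), 5 mM MgCl2, 0.01% Tween-20. Coupling enzyme GAPDH (100 nM final) supplies unstable 1,3-BPG in-well.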
Pin1 inh = qHTS Assay to Find Inhibitors of Pin1 | Peptidyl-prolyl cis-trans isomerase NIMA-interacting 1 (Homo sapiens), Q13526 | Potency, µM (doses to about 115 µM), for inactives: at the highest dose activity, negative = inhibition, actives largely listed as inhibitors | Pin1 FP peptide displacement, HiFluor488, 10 min | actives 0.009% (n = 390,000); active = well fitted inhibition curve with a large enough effect in the polarisation, with a control signal flat, not every such curve was filed as active; inconclusive = small, poorly fitted or top-dose-only effect, or effect the other way, or a change in a side signal; inactive = no such curve, though single readings can be large or run the other way; the % refers to the polarisation; also: % is scaled to controls: 0 for no effect and ±100 for the full control effect
BAZ2B block = qHTS Assay for Inhibitors of BAZ2B; Bromodomain adjacent to zinc finger domain protein 2B (Homo sapiens), Q9UIF8; Potency, µM (titrated, usually from 114 µM), without a hit: top-dose activity change, negative = inhibition, actives largely listed as inhibitors; actives 4.4% (n = 360,000); AlphaScreen BAZ2B-H3K14Ac peptide displacement; also: % is scaled to controls: 0 for no effect and ±100 for the full control effect; nearly all actives have a fitted effect of over 60% in size
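AlphaScreen displacement of biotin-H3(5-23)K14Ac peptide (50 nM final) from BAZ2B (50 nM final) in PBS pH 7.4, 0.01% Tween-20; complex preformed 30 min RT, then compounds (top 110 uM) 30 min RT, beads 20 min dark.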
JMJD2A Tudor inh = qHTS Assay for Inhibitors of JMJD2A-Tudor Domain; Lysine-specific demethylase 4A (Homo sapiens), O75164; AlphaScreen JMJD2A-Tudor / H3K4me3 peptide binding; Potency, µM (doses to about 114 µM), for the others: at the top dose activity change, negative = inhibition, hits mostly inhibitors; actives 4.4% (n = 390,000); also: % is scaled to controls: 0 for no effect and ±100 for the full control effect; nearly all actives have a fitted effect of over 50% in size
G9a inh = qHTS Assay for Inhibitors of Histone Lysine Methyltransferase G9a. Histone-lysine N-methyltransferase EHMT2 (Homo sapiens), Q96KQ7. G9a H3K9 monomethylation, AlphaScreen, 2 h. Potency, µM (top dose mostly 102 µM), without a hit: at the highest dose activity, negative = inhibition, actives largely listed as inhibitors. actives 8.8% (n = 350,000). AID 504332, 2011; also: % is scaled to controls: 0 for no effect and ±100 for the full control effect; nearly all actives have a fitted effect of over 75% in size
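AlphaScreen detection with an anti-monomethyl H3K9 antibody quantified product after a 2 h room-temperature reaction containing 500 nM biotinylated H3K9 peptide, 20 µM SAM and 20 nM enzyme, which had been preincubated 15 min with compound.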
HP1b chromo inh = HTS for Inhibitors of HP1-beta Chromodomain Interactions with Methylated Histone Tails; actives 0.56% (n = 390,000); AlphaScreen HP1-beta / biotin-H3K9me3 peptide binding; Potency, µM (highest dose often 114 µM), for the others: at the highest dose activity change, negative = inhibition, usual class: inhibitors; AID 540317, 2011; also: nearly all actives have a fitted effect of over 70% in size; inactives centre near 23
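Compound inhibition of the preformed complex between 50 nM HP1-beta and 50 nM biotinylated H3K9me3 peptide was read by AlphaScreen. Buffer was PBS pH 7.4 with 0.01% Tween-20. Incubations ran 30 min at room temperature, with 10 ug/mL donor/acceptor beads.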
GLS inhibitor = qHTS for Inhibitors of Glutaminase (GLS); Glutaminase kidney isoform, mitochondrial (Homo sapiens), O94925; GLS enzymatic activity, qHTS titration; Potency, µM (series often up to 45.5 µM), for inactives: at the top dose activity change, negative = inhibition, most hits filed as inhibitors; actives 0.21% (n = 410,000); AID 624170, 2012; also: % is scaled to controls: 0 for no effect and ±100 for the full control effect
Target sequence (O94925 whole entry, looked up, canonical isoform): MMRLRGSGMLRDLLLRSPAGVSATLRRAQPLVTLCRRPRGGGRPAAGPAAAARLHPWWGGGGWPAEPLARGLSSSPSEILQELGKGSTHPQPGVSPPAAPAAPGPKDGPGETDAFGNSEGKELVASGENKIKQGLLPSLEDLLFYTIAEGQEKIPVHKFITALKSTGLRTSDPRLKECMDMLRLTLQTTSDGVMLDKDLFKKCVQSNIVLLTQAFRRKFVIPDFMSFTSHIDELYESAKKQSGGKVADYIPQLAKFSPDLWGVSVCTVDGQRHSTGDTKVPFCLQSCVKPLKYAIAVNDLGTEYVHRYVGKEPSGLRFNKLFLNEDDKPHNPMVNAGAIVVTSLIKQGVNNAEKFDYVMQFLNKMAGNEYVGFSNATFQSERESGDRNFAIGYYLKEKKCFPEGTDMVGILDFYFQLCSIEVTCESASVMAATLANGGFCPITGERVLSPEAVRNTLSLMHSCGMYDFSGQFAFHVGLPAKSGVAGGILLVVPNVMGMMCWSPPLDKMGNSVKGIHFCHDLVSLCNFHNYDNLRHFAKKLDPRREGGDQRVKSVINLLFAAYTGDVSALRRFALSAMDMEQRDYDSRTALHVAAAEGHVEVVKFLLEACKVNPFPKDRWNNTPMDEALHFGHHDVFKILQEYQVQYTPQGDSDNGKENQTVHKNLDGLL
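Two-point fluorescence kinetic (t0, 30 min RT) for hKGA; glutamate detected via glutamate oxidase–HRP–Amplex Red. Substrate: 1 mM L-glutamine solution; buffer 45 mM KH2PO4, pH 8.2.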
BLM helicase inh = qHTS Assay for Inhibitors of Bloom's syndrome helicase (BLM); recombinant BLM DNA unwinding, fluorescence dequenching; AID 2528, 2010; Potency, µM (doses to about 56.1 µM), for the others: at the highest dose activity change, negative = inhibition, most hits filed as inhibitors; RecQ-like DNA helicase BLM (Homo sapiens), P54132; actives 0.2% (n = 350,000);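 also: plate controls were vehicle for no effect and no enzyme for full effect; nearly all actives have a fitted effect of over 35% in size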
An asterisk follows results filed as active; i = inactive; ? = inconclusive; . = not tested or not shown; & = joins results of further samples; [ ] = dose if it differs, or a comment. Unless noted, calls follow the shape of the dose curve; as a rule, active = well fitted curve in the direction sought with a large enough effect; inconclusive = small, poorly fitted or top-dose-only effect, or another doubt; inactive = no such curve, though single readings can be large; an effect the other way counts as inactive or inconclusive. Potency is read from the fitted curve at half-maximal effect. Only part of the results is shown. The share of hits here may be higher or lower than overall.

BAZ2B block	BLM helicase inh	Pol iota inh	PGK inhibitor	G9a inh	Pin1 inh	JMJD2A Tudor inh	GLS inhibitor	HP1b chromo inh	SMILES
9%	-1%	15%	-3%	21%[59 µM]	-6%	-15%	-6%	-3%	CCOC(=O)N1CCN(S(=O)(=O)c2cccc3nonc23)CC1
8%	4%	45%[activator]	3%	21%[59 µM]	4%	5%	1%	35%	O=C(CCN1C(=O)CSC1=O)Nc1ccc(Br)cc1
3%	-1%	12%	-2%	16%	0%	-5%	-2%	3%	O=C(Cc1cccc(F)c1)Nc1ccc2c(c1)CCC2
15%	.	1%	-8%	17%[12.7 µM]	-12%	-12%	-1%	32%	Cc1cccc(NC(=O)CN2CCN(C(=O)c3cncn3-c3ccc(F)cc3)CC2)c1C
41%[activator]	-10%	2%	-3%	9%[59 µM]	1%	-20%	1%	14%	O=C(Cn1nnc2ccccc21)OCC(=O)c1ccccc1
?	-9%	19%	-7%	-1%[59 µM]	4%	-20%	-2%	50%[activator]	CCS(=O)(=O)c1ncc(N(Cc2ccco2)Cc2sccc2C)c(C(=O)Nc2cc(C)ccc2C)n1
-16%	1%	31%[activator]	-1%	-7%	-15%	-7%	-4%	60%[activator]	CCC(C(=O)N1CCOCC1)n1nc(C)c2sc3ccccc3c2c1=O (centres undefined)
?	2%	27%	12%	?	-1%	-31%	11%	12%	COc1cc(/C=N/Nc2cccc(C)c2)ccc1OC(=O)c1ccco1
7%	2%	23%	-5%	-3%	-5%	5%	-2%	40%[activator]	O=C(O)CCC(=O)Nc1nnc(C(F)(F)F)s1
-14%	-11%	26%	-3%	-33%[59 µM]	-9%	-33%	36%[activator]	-11%	Cc1ccc(NC(=O)c2c(C)oc3ccc(O)c(CN4CCCCC4)c23)cc1
-2%	0%	5%	3%	20%	7%	-5%	18%	34%	COC(=O)c1cc(-c2ccc(Br)cc2)on1
-12%	2%	-10%	-12%	?	2%	-9%	7%	6%	CC(=O)Nc1ccc(S(=O)(=O)Nc2ccc(S(=O)(=O)Nc3nc(C)cc(C)n3)cc2)cc1
1%	-4%	21%	-1%	-3%	16%	-9%	-3%	26%	Cc1ccccc1NC(=O)C(C)Sc1nnc(-c2ccncc2)n1CC1CCCO1 (centres undefined)
2%	-1%	11%	i	-5%	1%	-13%	4%	85%[activator]	COc1nc(OCCNS(=O)(=O)c2ccc(C)cc2)nc(N(C)C)n1
-8%	0%	16%	-2%	.	-2%	-14%	1%	49%[activator]	O=C(CNS(=O)(=O)c1ccccc1)NCc1cccnc1
-9%	-11%	4%	-3%	?	10%	?	15%	-1%	COc1ccc(C(=O)Nc2oc(-c3ccccc3)c(-c3ccccc3)c2C#N)cc1OC
-1%	0%	6%	-7%	?	-5%	-12%	-10%	52%[activator]	C/C=C(\C)c1nnc(NC(=O)C(C)C)s1
.	.	-3%	1%	.	0%	-18%	2%	10%	Cc1ccc(C(=O)N/N=C/c2cccc3ccccc23)cn1
-17%	0%	-10%	i	-3%[59 µM]	1%	-2%	-1%	56%	CC(=O)Nc1ccc(S(=O)(=O)N(c2cccnc2)S(=O)(=O)c2ccc(NC(C)=O)cc2)cc1
-4%	.	17%	-5%	23%[12.7 µM]	-10%	-4%	2%	41%	CC1CCC(NC(=O)CSc2ccc(S(=O)(=O)N(C)C)cn2)CC1 (centres undefined)
0%	0%	17%	i	-45%[12.7 µM]	5%	-21%	3%	14%	O=C(COC(=O)C1CCN(S(=O)(=O)c2cccc3cccnc23)CC1)c1ccc([N+](=O)[O-])cc1
45µM*	-23%	-29%	-6%	1.3µM*	-11%	22µM*	-17%	?	COc1cc(C2CC(=O)N3CN(Cc4ccco4)CSC3=C2C#N)ccc1OCc1ccccc1 (centres undefined)
2%	0%	20%	i	10%[59 µM]	-6%	-17%	9%	25%	CCCCCC(=O)NN=C1CCN(Cc2ccccc2)CC1
9%	-1%	-1%	3%	12%	-1%	28µM*	?	-8%	Cc1cc(C(F)(F)F)c(C#N)c(N2CCOCC2)n1
.	.	-12%	-16%	.	-2%	-6%	3%	11%	COC(=O)CCCC(=O)OC
50µM*	-7%	32%[activator]	-6%	25µM*	5%	?	-2%	-4%	Oc1c(C(Nc2nc3ccccc3s2)c2ccco2)ccc2cccnc12 (centres undefined)
0%	-4%	9%	6%	7%	-16%	-16%	12%	15%	O=C(NCCCn1ccnc1)c1ccccc1Br
0%	-2%	166%[activator]	7%	.	-1%	-3%	3%	15%	COc1ccccc1C1CCN(C(=O)c2cccs2)CC1
-27%	1%	14%	-7%	14%	1%	-3%	1%	22%	Cc1ccc(C(=O)N(CN2CCCC2=O)c2ccc(F)cc2)cc1C
-36%	2%	112%[activator]	-8%	?	-3%	-18%[57.1 µM]	4%	11%	O=C(CN1CCCCCC1)N1c2ccccc2Sc2ccccc21
22%	.	0%	-6%	?	20%	-12%	4%	25%	COc1ccc(S(=O)(=O)N2CCCCC2)cc1NC(=O)c1c(F)cccc1Cl
-5%	3%	222%[activator]	2%	?	-10%	-8%[57.1 µM]	-2%	64%[activator]	c1nc(NCCN2CCOCC2)c2c3c(sc2n1)CCCCC3
7%&12%	-5%&-4%	-3%&-4%	1%	38%&25%[59 µM]	-5%&0%	1%&38%	-1%	60%&91%	Cc1ccc(Cl)cc1NC(=O)COC(=O)C12CC3CC(CC(C3)C1)C2
-3%	-2%	20%	i	-11%[12.7 µM]	1%	0%	0%	16%	N#CC1=C(N)Oc2n[nH]c(-c3ccc(F)cc3)c2C1c1ccncc1 (centres undefined)
6%	-1%	33%[activator]	i	8%[0.501 µM]	0%	-16%	2%	48%[activator]	CC(C)N(Cc1ccccc1)C(=O)CN1C(=O)c2ccccc2C1=O
-11%	-3%	-12%	-4%	25%	0%	-7%	1%	24%	CCn1cc(S(=O)(=O)N2CCN(c3ccc(Cl)cc3)CC2)cn1
-19%	-3%	-14%	3%	28%	5%	-12%	-5%	11%[57 µM]	NC(=O)COc1ccc2cc(-c3ccccc3)c(=O)oc2c1
2%	0%	0%	i	23%[59 µM]	1%	-9%	-15%	18%	COc1ccc(NC(=O)C2CCN(c3nnnn3-c3ccccc3)CC2)cc1
-33%[57.1 µM]	-3%	-10%[58.9 µM]	1%	90%[activator][59 µM]	-1%	-14%	-1%	21%	Nn1c(SCC(=O)N2CCOCC2)nnc1-c1ccccc1Cl
11%	1%	-5%	-5%	5%	2%	-2%	0%	8%	COc1cccc(/C=N/n2c(CO)nc3ccccc32)c1OC
.	-13%	34%[activator]	-3%	16µM*	-2%	32µM*	4%	-16%	Oc1ccccc1N=Nc1ccccc1O
0%	-2%	11%	-7%	2%[12.7 µM]	-3%	-23%	4%	3%	CCc1ccc(NC(=S)N2CCN(c3cccc(C(F)(F)F)c3)CC2)cc1
?	-7%	5%	3%	79µM*	27%	?	7%	-10%	COc1ccc(NC(=S)N(CCc2c(C)[nH]c3ccc(C)cc23)Cc2ccco2)cc1
9%	.	-2%	-2%	22%[2.33 µM]	-6%	-12%	0%	51%[activator]	C[C@@H]1C(=O)OC[C@H]1NC(=O)OCc1ccccc1
3%	-2%	-13%	3%	10%[59 µM]	0%	-7%	5%	11%[57 µM]	Cc1cccc(CC(=O)NCc2nc3cccnc3n2Cc2ccc(F)cc2)c1
?	-10%	1%	-12%	?	-11%	?	-18%	-37%	Cc1csc(NC(=S)Nc2cccc(Cl)c2)n1
6%	.	-29%	-4%	31%[59 µM]	0%	-18%	12%	11%	COc1ccc(OC)c(CN2CCN(C(=O)CNC(=O)c3cc(C)cc(C)c3)CC2)c1
6%	-3%	114%[activator]	0%	-4%	-6%	-6%[57.1 µM]	3%	2%	CN(C(=O)COC(=O)c1cccc(F)c1)c1ccccc1
-3%	-11%	7%	-9%	?	31%[activator]	-22%	-16%	3%	Cc1nc2nc(SCC(=O)c3cccc([N+](=O)[O-])c3)[nH]c2cc1Br
6%	.	91%[activator]	6%	9%[0.501 µM]	0%	-12%	1%	13%	CCOc1ccc(NC(=O)CN(C)C(=O)c2cc(S(=O)(=O)N3CCCCC3)ccc2Cl)cc1OCC
.	.	6%	-5%	.	28%	-6%	0%	19%	Cc1ccc(CNC(=O)C(=O)NCC2OCCN2S(=O)(=O)c2ccc(Cl)cc2)cc1 (centres undefined)

One compound at a time (already shown).
NC(=O)COc1ccc2cc(-c3ccccc3)c(=O)oc2c1 in the list: BAZ2B block: -19%; BLM helicase inh: -3%; Pol iota inh: -14%; PGK inhibitor: 3%; G9a inh: 28%; Pin1 inh: 5%; JMJD2A Tudor inh: -12%; GLS inhibitor: -5%; HP1b chromo inh: 11%[57 µM]
Cc1ccc(Cl)cc1NC(=O)COC(=O)C12CC3CC(CC(C3)C1)C2 in the list: BAZ2B block: 7%&12%; BLM helicase inh: -5%&-4%; Pol iota inh: -3%&-4%; PGK inhibitor: 1%; G9a inh: 38%&25%[59 µM]; Pin1 inh: -5%&0%; JMJD2A Tudor inh: 1%&38%; GLS inhibitor: -1%; HP1b chromo inh: 60%&91%
